Compound activity from PubChem.
KCNQ2 block = KCNQ2 potassium channel inhibitors, primary screen, cell-based, CHO-K1, FluxOR thallium flux, B-score (AID 2156); Potassium voltage-gated channel subfamily KQT member 2 (Rattus norvegicus), O88943; 20 min; active compounds read low; B-score at 10 µM; 1.1% of 310,000 active;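 active = fluorescence ratio B-score at most minus 3 library SDs, with starting brightness B-score within 2 library SDs, cut at about -5.5 in these data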
Target sequence (O88943 whole entry, looked up): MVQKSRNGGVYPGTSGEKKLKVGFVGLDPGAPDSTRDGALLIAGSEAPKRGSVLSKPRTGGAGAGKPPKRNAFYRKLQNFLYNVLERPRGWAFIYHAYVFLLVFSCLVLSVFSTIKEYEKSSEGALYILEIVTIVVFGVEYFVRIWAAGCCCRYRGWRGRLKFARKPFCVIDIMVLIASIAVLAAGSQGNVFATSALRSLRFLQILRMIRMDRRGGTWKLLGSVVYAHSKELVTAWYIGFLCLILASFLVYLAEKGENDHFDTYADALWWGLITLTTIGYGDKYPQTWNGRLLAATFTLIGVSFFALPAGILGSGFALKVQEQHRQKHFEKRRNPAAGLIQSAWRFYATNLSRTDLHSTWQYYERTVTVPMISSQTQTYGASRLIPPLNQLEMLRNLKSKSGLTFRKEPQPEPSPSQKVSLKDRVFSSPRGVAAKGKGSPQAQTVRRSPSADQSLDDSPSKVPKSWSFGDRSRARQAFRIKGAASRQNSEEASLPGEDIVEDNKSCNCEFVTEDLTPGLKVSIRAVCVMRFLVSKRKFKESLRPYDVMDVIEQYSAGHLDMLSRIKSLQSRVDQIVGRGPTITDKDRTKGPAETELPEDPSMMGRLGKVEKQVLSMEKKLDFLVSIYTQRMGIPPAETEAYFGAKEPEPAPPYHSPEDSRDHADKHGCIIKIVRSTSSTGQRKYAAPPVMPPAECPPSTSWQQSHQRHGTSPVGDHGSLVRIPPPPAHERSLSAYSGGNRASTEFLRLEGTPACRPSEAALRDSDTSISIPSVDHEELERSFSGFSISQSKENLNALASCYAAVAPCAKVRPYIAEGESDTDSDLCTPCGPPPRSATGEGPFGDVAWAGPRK
CHT block = inhibitors of human choline transporter CHT; AID 488975, 2010; B-score at 10 µM; 0.86% of 310,000 active; CHT-expressing cells, membrane potential dye, choline response; active compounds read low;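 active = B-score over 3 SD under the library average, and starting fluorescence ratio not unusually high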;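 note: choline stimulus applied at its EC90 after an EC20 pre-addition; B-score computed on integrated fluorescence ratio after choline addition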
Kir21 inh = inhibitors of mouse Kir2.1 inward-rectifier potassium channel; AID 1672, 2009; 0.85% of 310,000 active; HEK293-Kir2.1, FluxOR thallium flux fluorescence; active compounds read low; B-score at 10 µM;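 active = fluorescence ratio B-score at or below minus 3 SD of library scores, with starting-brightness B-score within 2 SD, cut at about -4.2 in these data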;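 note: channel flux triggered by added potassium and thallium sulfate stimulus; B-score of peak minus minimum fluorescence over baseline after thallium stimulus; more negative B-score means stronger Kir2.1 block with less thallium influx; some compounds called inactive have numbers as strong as hits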
Starred values were filed as active, the others as inactive; i = inactive; . = not tested or not shown.

Structure	KCNQ2 block	CHT block	Kir21 inh
Cc1ccc(NC(=O)CCC(=O)NNC(=O)Cc2ccccc2)cc1C	i	i	-0.89
Cc1ccc(S(=O)(=O)NC(CC(=O)NCc2ccco2)c2ccco2)cc1 (configuration not stated)	i	i	0.2
O=C(NCc1ccccc1)NC1(C(=O)N2CCN(c3ncccn3)CC2)CCCCC1	i	i	1.57
CCCCOC(=O)Nc1nc(CC(=O)OCC)cs1	i	i	0.03
Cc1ccc(C(=O)CC(SCC(=O)O)c2ccc([N+](=O)[O-])cc2)cc1 (configuration not stated)	i	i	0.15
CCOC(=O)C(=CNc1cscc1S(=O)(=O)C(C)C)C(=O)OCC	i	i	-1.43
O=P(OC1CCCCC1)(OC1CCCCC1)C(Nc1ccccc1)c1cccnc1 (configuration not stated)	i	i	-3.41
Cc1ccc(N2CC(C(=O)O)CC2=O)cc1 (configuration not stated)	i	i	1.49
CCOC(=O)c1ccc(C(=O)OCC)nc1	i	i	-0.25
Cc1cccc(Nc2nc(NCc3ccco3)c3ccccc3n2)c1	i	i	-14.1*

Complete entries as entered above.
Record of `O=P(OC1CCCCC1)(OC1CCCCC1)C(Nc1ccccc1)c1cccnc1` (configuration not stated) : KCNQ2 block = i; CHT block = i; Kir21 inh = -3.41
Record of `CCOC(=O)c1ccc(C(=O)OCC)nc1` : KCNQ2 block = i; CHT block = i; Kir21 inh = -0.25
Record of `Cc1ccc(C(=O)CC(SCC(=O)O)c2ccc([N+](=O)[O-])cc2)cc1` (configuration not stated) : KCNQ2 block = i; CHT block = i; Kir21 inh = 0.15

Next results.
Structure	KCNQ2 block	CHT block	Kir21 inh
CSc1nc2c(c(=O)[nH]1)C(c1cccs1)C1=C(CCCC1=O)N2 (configuration not stated)	i	i	1.23
CCN(CC(=O)Nc1c(F)cccc1F)C(=O)C1CC(=O)N(CCc2ccccc2)C1 (configuration not stated)	i	i	0.24
COc1cc(CNC(C)(C)C)cc(Br)c1OCc1cccs1	i	i	-0.06
Cc1ccc(CSc2nncn2-c2ccccn2)cc1	i	i	0.25
O=C(NCc1ccccn1)c1ccc(N2CCCC2=O)cc1	i	i	-0.66
CCCNC(=O)NC(=O)CN1C(=O)NC(C)(c2ccc3ccccc3c2)C1=O (configuration not stated)	i	i	-0.89
C=CCc1c(O)nc(SCC(=O)c2ccccc2)[nH]c1=O	i	i	0.05
CC1CCN(C(=O)CN(C2CCCCC2)S(C)(=O)=O)CC1	i	i	0.68
Cc1ccnc(-n2c(C)cc(C=O)c2C)c1	i	i	-0.64
Cc1ccnc(Sc2ccc([N+](=O)[O-])cc2[N+](=O)[O-])n1	i	i	0.92

Reprinted from the part before: three entries, followed by the next part.
Structure	KCNQ2 block	CHT block	Kir21 inh
CC1CCN(C(=O)CN(C2CCCCC2)S(C)(=O)=O)CC1	i	i	0.68
Cc1ccnc(-n2c(C)cc(C=O)c2C)c1	i	i	-0.64
Cc1ccnc(Sc2ccc([N+](=O)[O-])cc2[N+](=O)[O-])n1	i	i	0.92
COc1ccc(OCC(=O)Nc2ccc3c(c2)nc(CCN2CCC(C)CC2)n3C)cc1	i	i	0.18
O=C(O)c1cc([N+](=O)[O-])ccc1NCc1ccccc1	i	i	1.35
CCOc1ccc(-n2c(SCC(=O)OC)nc3sc4c(c3c2=O)CCN(C)C4)cc1	i	i	0.34
O=C(O)CCCNC(=O)/C(=C\c1ccccc1F)NC(=O)c1ccccc1	i	i	0.06
O=C1NN=C(c2ccccc2)CC1c1ccc(Cl)cc1Cl (configuration not stated)	i	i	-0.02
O=S(=O)(O)CCN1CCOCC1	i	i	-0.06
Cc1c(C(=O)c2ccc(F)cc2)c2ccccn2c1CCc1ccccn1	i	i	-1.41
CC(C)C[C@H](NC(=O)c1nc[nH]c1C(=O)N1CCN(c2ccccc2)CC1)C(=O)OCc1ccccc1	i	i	0.06
Cc1ccc(S(=O)(=O)c2c(N)n(CC3CCOC3)c3nc4ccccc4nc23)cc1 (configuration not stated)	i	i	2.1
CCN(CC(=O)Nc1ccc(S(=O)(=O)N2CCCC2)cc1)CC(=O)Nc1cccc(OC)c1	i	i	0.25
COCC(=O)N1CCC(n2nnc3cc(C(F)(F)F)ccc32)CC1	i	i	0.75
O=C(NC1CCCCCC1)c1ccc(CS(=O)Cc2ccccc2Cl)o1 (configuration not stated)	i	i	-1.13
CCNC(=O)C1CC(=O)N(CC)C(=Nc2cc(Cl)c(O)c(Cl)c2)S1 (configuration not stated)	i	i	0.9
O=C(COC(=O)c1cccs1)c1ccc2c(c1)OCCO2	i	i	0.41
CCCCN(Cc1ccccc1)C(=O)c1cnc2n(c1=O)CCS2	i	i	0.5
S=C1NCN(Cc2cccnc2)CN1	i	i	1.5
Cc1ccc(C(=O)Nc2ccc(C(=O)O)cc2)cc1S(=O)(=O)NCc1ccccc1	i	i	0.26
C=C(C)C(=O)OCC(O)COc1ccc(C(C)(C)c2ccc(OCC(O)COC(=O)C(=C)C)cc2)cc1 (configuration not stated)	i	i	0.17
O=C(N/N=C/c1ccnc2ccccc12)c1ccccc1O	i	i	0.59
O=C(O)c1coc2ccccc12	i	i	-0.6
CCOC(=O)c1cc(-c2ccc(C)cc2)n(CCC(=O)N2CCN(c3ccccn3)CC2)c1C	i	i	0.51
CN1CCN(NC(=O)COc2cccc(C(F)(F)F)c2)CC1	i	i	0
O=C(O)COc1cccc(NC(=O)C2CCCO2)c1 (configuration not stated)	i	i	-0.01
COc1cccc(NC(=O)[C@@H]2CCC(=O)N2C2OC(=O)c3ccccc32)c1 (some centres not stated)	i	i	1.87
CCOC(=O)C1=C(c2ccccc2)NC(SCC(=O)NC2CCCCC2)=C(C#N)C1c1ccco1 (configuration not stated)	i	i	0.28
COc1ccc(CNC(=O)CN(C)S(=O)(=O)c2ccccc2)cc1	i	i	0.03
CC(C)CCn1c(N)c(S(=O)(=O)c2cccs2)c2nc3ccccc3nc21	i	i	-1.66
CCCN(CC(=O)Nc1ccccc1C)C(=O)c1ccc(N2CCCCC2)c([N+](=O)[O-])c1	i	i	0.19
COc1ccc(C)cc1S(=O)(=O)N1CCN(c2cccc(C(F)(F)F)c2)CC1	i	i	-1.22
O=C(c1ccccc1)c1c[nH]c(C(=O)NCc2cccnc2)c1	i	i	1.16
Cc1ccc(C)c(N(CC(=O)NC2CCCCC2)C(=O)c2csnn2)c1	i	i	0.69
CC(=O)N1CCN(C(=O)COc2ccc(Br)cc2)CC1	i	i	3.96
N/C(Cc1ccc([N+](=O)[O-])cc1)=N\OC(=O)Cc1ccc(Cl)cc1	i	i	0.66
CS(=O)(=O)NCCSc1nnnn1-c1ccccc1	i	i	0.01
CCOc1ccc(-c2nn(-c3ccccc3)cc2/C=C(\C#N)S(=O)(=O)c2ccccc2)cc1C	i	i	1.52
Cc1cc2c(cc1S(=O)(=O)N1CCc3ccccc31)NC(=O)CO2	i	i	0
COC(=O)C1=CN(c2ccc(OC)cc2)C=C(C(=O)OC)C1c1ccc(C)c([N+](=O)[O-])c1	i	i	2.1
COCCC(=O)N1CCC(Oc2ccc(C(=O)NC3Cc4ccccc4C3)cc2)CC1	i	i	-0.05
CCCCNC(=O)NNC(=O)COc1cc(C)cc(C)c1	i	i	-1.79
CC1CCC(NC(=O)C(=O)Nc2ccc3c(c2)OCO3)CC1 (configuration not stated)	i	i	0.05
CCc1csc(CCNC(=O)C2CCC(=O)N(CCOC)C2)n1 (configuration not stated)	i	i	0.69
COc1ccc(S(=O)(=O)N2CCSC2)cc1C	i	i	-0.82
Cc1ccccc1-c1noc(CNC(=O)c2ccco2)n1	i	i	-0.26
Cc1ccccc1Nc1nc(N)c2ccccc2n1	i	i	-2.01
O=C(Nc1cc(Br)ccc1O)c1cc(-c2ccccc2)on1	i	.	0.2
COc1ccc(NC(=O)CN2CCN(CC(=O)Nc3ccc(F)cc3)CC2)c(OC)c1	i	i	0.16
CCC(C)NCCCOc1c(C)cc(C)cc1Br (configuration not stated)	i	i	-2.21
Cc1ccc[n+](CC2OCc3ccccc3CO2)c1	i	i	0.49
S=c1[nH]nc(-c2cc(-c3ccco3)[nH]n2)n1-c1ccccc1	i	i	-0.47
Nc1cc(=O)[nH]c(SCCNS(=O)(=O)c2ccccc2)n1	i	i	1.06

Next results
Structure	KCNQ2 block	CHT block	Kir21 inh
CCn1nc(C(=O)OCC(=O)c2c[nH]c3ccccc23)c2ccccc2c1=O	i	i	0.33
CCOC(=O)Cn1cnc2c(cnn2-c2ccc(Cl)cc2)c1=O	i	i	2.11
CCC(=O)OCCNc1cc(SCCC(=O)OC)c2nonc2c1[N+](=O)[O-]	i	i	0.65
Oc1c(N=Nc2ccc(F)cc2)ccc2ccccc12	i	i	1.24
CN(CCc1cnn(C)c1)Cc1nc(Cc2ccccc2)no1	i	i	-0.4
CCCN(S(=O)(=O)c1ccc(OCC)cc1)S(=O)(=O)c1cccs1	i	i	0.62
Cc1sc2ncnc(N=Nc3c(O)[nH]c4ccccc34)c2c1C	i	i	0.2
O=C(CSc1nc2ccccc2[nH]1)NCCN1CCCCC1	i	i	6.54e-16
CCOC(=O)c1ccc(NC(=O)CC2SC3=NCCN3C2=O)cc1 (configuration not stated)	i	i	0.1
O=C(c1ccco1)N1N=C2CCCCCC2C1(O)C(F)(F)F (configuration not stated)	i	i	0
O=C(Cn1cc([N+](=O)[O-])ccc1=O)N1CCCc2ccccc21	i	i	0.65
Cc1ccc([C@@H]2[C@@H]3C(=O)N(c4ccccc4)C(=O)[C@@H]3[C@]3(C)C(=O)N(Cc4ccccn4)CC(=O)N23)o1	i	i	-0.11
CC(Oc1ccccc1)C(=O)N1CCC2(CC1)Oc1ccc(F)cc1C(=O)C21CC(c2ccccc2)=NO1 (configuration not stated)	i	i	-0.23
Cn1cc(S(=O)(=O)NCc2ccc3c(c2)OCO3)c(C(F)(F)F)n1	i	i	-1.1
S=C(NNc1ccc2ccccc2c1)NC1CCCCC1	i	i	0.52
CCC(C(=O)Nc1ccccc1C(=O)N1CCOCC1)N1C(=O)c2ccccc2C1=O (configuration not stated)	i	i	2.58
Cc1ccccc1CS(=O)(=O)CCC(=O)N1CCN(c2ccc(N3CCOCC3)nn2)CC1	i	i	1.5
CCOc1ccc(-c2nn(-c3ccccc3)cc2/C=C2\SC(N)=NC2=O)cc1C	i	i	-0.44
CC(=O)N=c1sc2ccccc2n1C	i	i	0.14
Cn1cnnc1SCc1ccccc1[N+](=O)[O-]	i	i	-0.56
O=C(COC(=O)c1ncc(Cl)c(Cl)c1Cl)Nc1cccnc1Cl	i	i	-0.13
O=C(CCc1nnc(CCCc2ccccc2)o1)N1CCCCCC1	i	i	-0.45
O=C1CCCC2=C1C(c1ccc(O)c(O)c1)c1c(ccc3ncccc13)N2 (configuration not stated)	i	i	-0.06
N#CCC(CNc1ncc(C(F)(F)F)cc1Cl)OC(=O)c1c(F)cccc1F (configuration not stated)	i	i	-1.6
Clc1ccccc1Sc1cnc2ccccc2n1	i	i	1.95
CN(CCc1ccccn1)C1CCCN(S(=O)(=O)c2ccccc2Cl)C1 (configuration not stated)	i	i	0.1
COc1ccc(-n2ncc3c(NCc4cccs4)ncnc32)cc1	i	i	0.74
O=C(Cc1cc(=O)[nH]c(=O)[nH]1)N1CCC(Cc2ccccc2)CC1	i	i	-0.19
CC1=C(C(=O)NC(C)c2ccccc2)C2(CCC(C)CC2)OC1=O (configuration not stated)	i	i	-0.17
CCCCNC(=O)Oc1cc(CCl)on1	i	i	-2.58
NNC(=O)c1ccc(NS(=O)(=O)c2ccc(Br)cc2)cc1	i	i	0
O=C(COc1ccc(/C=N/NS(=O)(=O)c2ccccc2)cc1)NCc1ccccc1	i	i	-0.51
Cc1cc(Nc2n[nH]c(N)c2C#N)ccc1F	i	i	1.04
CSc1cccc(NC(=O)CSc2nnc(C)s2)c1	i	i	0.08
CCn1c(SCC(=O)NC2CC2)nnc1-c1ccccc1OC	i	i	-0.5
O=C(CC1Nc2c3ccccc3nc(=S)n2C1=O)NC1CCCCC1 (configuration not stated)	i	i	0.35
O=C(NCc1ccccc1)c1nc(-c2cccs2)no1	i	i	1.19
O=C(CSC1=Nc2ccccc2C2=NC(CC(=O)N3CCN(c4ccccc4)CC3)C(=O)N12)NCC1CCCO1 (configuration not stated)	i	i	1.06
COc1cc2c3nnc(-c4ccc(F)cc4)c-3cn(Cc3ccc(C)cc3)c2cc1OC	i	i	0.45
O=C(NC12CC3CC(CC(C3)C1)C2)N1CCN(C(=O)C2CCCO2)CC1 (configuration not stated)	i	i	0.73
